PP5 primary: PP5 (human) phosphatase inhibition; P53041; purified PP5c, OMFP substrate fluorescence; inhibition, % at 6.7 µM; 0.18% of 320,000 active; AID 1987;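 active means inhibition above the campaign's mean inhibition across all tested compounds plus 3 SD, cut at about 9.5% in these data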;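 further: 0% = DMSO only and 100% = 100 µM cantharidin control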
Target sequence (P53041 whole entry, looked up): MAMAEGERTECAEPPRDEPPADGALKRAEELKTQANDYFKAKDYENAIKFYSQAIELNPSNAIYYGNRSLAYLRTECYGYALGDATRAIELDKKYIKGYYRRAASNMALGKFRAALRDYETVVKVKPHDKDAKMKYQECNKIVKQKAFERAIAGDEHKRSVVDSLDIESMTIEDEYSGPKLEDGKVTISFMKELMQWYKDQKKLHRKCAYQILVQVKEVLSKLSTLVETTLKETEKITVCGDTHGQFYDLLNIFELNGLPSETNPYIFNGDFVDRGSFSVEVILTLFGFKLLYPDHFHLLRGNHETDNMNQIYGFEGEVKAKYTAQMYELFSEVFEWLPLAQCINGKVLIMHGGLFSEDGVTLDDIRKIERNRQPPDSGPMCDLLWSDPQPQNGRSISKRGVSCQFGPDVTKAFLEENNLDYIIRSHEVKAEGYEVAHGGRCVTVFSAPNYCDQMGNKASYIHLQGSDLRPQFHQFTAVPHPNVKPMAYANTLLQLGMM
EBNA-1 inh: blocks EBNA-1 binding to DNA | EBNA-1 DNA binding, fluorescence polarization | inhibition, % at 14.8 µM | 0.34% of 300,000 active | AID 1950; in the data active means inhibition above about 28%
TPT1 inhibitor: inhibitors of Candida albicans tRNA 2'-phosphotransferase TPT1. AID 1962. inhibition, % at 5 µM. recombinant caTPT1, FP RNA substrate dephosphorylation. 0.81% of 300,000 active;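 active means inhibition above the mean of all tested compounds plus 3 SD, set per screening campaign, cut at about 24% in these data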;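 further: plate controls were DMSO alone for no effect and ferristatin control at 100 nM for full effect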
JMJD2C inh: inhibitors of human GASC-1 (JMJD2C) demethylase; GST-JMJD2C(1-420) H3K9me3 demethylation, DELFIA europium; inhibition, % at 2.35 µM; AID 2099; 0.069% of 330,000 active;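 active means more than half of a compound's replicate wells show inhibition beyond 50%, single wells judged on their own value; inconclusive means some, but no more than half, of replicates pass 50% inhibition; inactive means no replicate passes 50% inhibition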;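 further: signal counts dimethyl H3K9 product captured on neutravidin plate; 0% = median of DMSO wells and 100% = 0.3 times that DMSO median; strong numbers were not always called active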
ZTA counter: ZTA (EBV) inhibition in EBNA-1 counter-screen. P03206. ZTA-DNA binding, fluorescence polarization. inhibition, % at 11 µM. 0.15% of 320,000 active. AID 2234; in the data active means inhibition above about 33%
Yeast superoxide: lowers age-related superoxide in aged yeast cells. S. cerevisiae aged cells, superoxide DHE fluorescence; active compounds read low. superoxide response (% of plate mean), % at 10 µM. 0.18% of 330,000 active. AID 2690;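 active means superoxide response under a set limit, about three screen SD below normal, cut at about 65% in these data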;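 further: yeast aged for seven days with compound at 30 °C before DHE staining; 100% = average MFI of all compound-treated wells on the plate with controls excluded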
PP1 inh: blocks human PP1-alpha phosphatase, a PP5 counter-screen; P62136; purified PP1alpha, OMFP fluorescence; inhibition, % at 6.7 µM; 0.9% of 320,000 active; AID 2235;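 active means inhibition above the mean inhibition of all tested compounds plus 3 SD, computed separately for each screening campaign, cut at about 15% in these data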
Target sequence (P62136 whole entry, looked up): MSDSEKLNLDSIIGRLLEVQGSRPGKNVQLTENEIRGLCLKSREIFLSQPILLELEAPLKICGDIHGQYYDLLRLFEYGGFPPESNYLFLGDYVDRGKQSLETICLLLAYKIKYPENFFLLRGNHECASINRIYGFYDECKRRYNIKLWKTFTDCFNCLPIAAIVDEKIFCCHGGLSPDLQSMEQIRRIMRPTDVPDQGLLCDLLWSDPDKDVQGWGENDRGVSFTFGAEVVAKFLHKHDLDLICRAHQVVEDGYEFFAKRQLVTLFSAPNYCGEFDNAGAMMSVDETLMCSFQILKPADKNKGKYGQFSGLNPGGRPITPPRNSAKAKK
CTSL1 counter: blocks F. hepatica cathepsin L1 in PFM18AAP counter-screen | recombinant F. hepatica cathepsin L1, Z-Leu-Arg-MCA fluorescence | inhibition, % at 5.96 µM | 0.49% of 300,000 active | AID 1906;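 active means inhibition above the mean of all tested compounds plus 3 SD, set per screening campaign, cut at about 17% in these data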;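 further: 0% = plate median of test compound wells and 100% = 1 µM Z-Phe-Ala-diazomethylketone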
core dimer inh: blocks dimerization of HCV core protein; TR-FRET GST/Flag-core106 dimerization, 1536-well; inhibition, % at 5 µM; 0.33% of 300,000 active; AID 1899;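 active means inhibition above the mean of all tested compounds plus 3 SD, set per screening campaign, cut at about 45% in these data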
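System – GST-tagged and Flag-tagged HCV core protein residues 1-106 · Repeats – one well for each compound · Technique – TR-FRET 671 and 617 nm emission · Doses – one concentration, 5 µM, in 0.5% DMSO · Times – 4 h, 22.5 °C incubation · Also added – Eu donor and XL665 acceptor anti-tag antibodies · Measure – percent inhibition of core106 dimerization signal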
Numbers without * were called inactive; ? = inconclusive; · = not tested or not shown.

SMILES | PP5 primary | EBNA-1 inh | TPT1 inhibitor | JMJD2C inh | ZTA counter | Yeast superoxide | PP1 inh | CTSL1 counter | core dimer inh
CCn1c(N2CCN(Cc3ccc([N+](=O)[O-])cc3)CC2)nc2ccccc21 | 4.3 | -6 | 0 | 6 | 5 | 97 | -1 | 0 | 2
c1ccc2c(CSCc3nc4ccccc4[nH]3)cccc2c1 | 3.9 | -10 | 3 | 20 | -15 | 88 | 3 | 10 | 0
O=C(CNc1ccccc1F)N/N=C/C1CC=CCC1 (configuration not stated) | 0.0 | 5 | -1 | · | 4 | 95 | -5 | 0 | -4
Cc1cc(C)c2nc(C(F)(F)F)nc(NCCCN3CCCC3=O)c2c1 | 4.1 | 3 | 0 | 1 | -22 | 97 | 5 | 2 | -3
COc1ccc(C2c3ccc4ccccc4c3Oc3ncn(CCN4CCOCC4)c(=N)c32)cc1OC (configuration not stated) | 3.1 | 4 | -6 | 6 | 6 | 98 | 1 | 0 | -1
Cc1ccc(C(=O)N2CCN(Cc3nc4sc5c(c4c(=O)[nH]3)CCCC5)CC2)cc1 | 1.0 | 8 | 0 | 0 | 15 | 101 | 0 | 7 | 7
Cc1ccc(/C=N/N2CCN(C3c4ccccc4-c4ccccc43)CC2)s1 | 2.0 | -15 | -3 | 5 | 2 | 77 | -1 | 5 | 3
CCOC(=O)C1CCCN(S(=O)(=O)c2cc(Br)cc3c2N(C(=O)C2CC2)CC3)C1 (configuration not stated) | 3.9 | -1 | -7 | -21 | -12 | 100 | -6 | -2 | 8
Cc1onc(-c2ccccc2)c1C(=O)Nc1ccc(S(=O)(=O)NC2=NCCCCC2)cc1 | 0.0 | -6 | -1 | 4 | 12 | 112 | -3 | -1 | 3
CCOC(=O)C1CCCN(c2c(NCCCN(CC)c3ccccc3)c(=O)c2=O)C1 (configuration not stated) | 4.1 | 5 | -1 | -2 | -1 | 120 | -1 | -5 | 2
Cc1ccccc1OCC(=O)Nc1nnc(C2CC2)s1 | 1.1 | · | · | -9 | -2 | 90 | -2 | · | ·
COc1ccc(C2c3ccc(O)cc3Oc3ncn(CCN4CCOCC4)c(=N)c32)cc1 (configuration not stated) | 0.5 | 0 | 2 | -1 | 1 | 97 | -2 | -2 | 0
CC(=O)Nc1cccc(N(C(=O)C2COc3ccccc3O2)C(C(=O)NC2CCCCC2)c2cn(C)nc2C)c1 (configuration not stated) | 4.2 | 4 | -6 | 23 | 3 | 108 | -2 | -4 | -1
Cc1c(C2(O)CCCCC2)[nH]c2ncccc12 | 0.2 | · | · | -2 | -17 | 93 | -2 | · | ·
NS(=O)(=O)c1ccc(NC(=O)COC(=O)CC2Sc3ccccc3NC2=O)cc1 (configuration not stated) | -1.3 | · | · | 1 | 5 | 82 | -3 | · | ·
COc1ccc(C(=O)NNC(=O)c2cc(C)nc3ccccc23)cc1 | 0.1 | · | · | 6 | 10 | 112 | -4 | · | ·
O=C1CC(c2ccccc2)CCc2sccc2N1 (configuration not stated) | 1.4 | 7 | -1 | 0 | -6 | 87 | -2 | 2 | -3
Cc1ccn2c(=O)nc(SCC(=O)OCc3ccccc3)nc2c1 | 2.9 | 0 | 2 | 53 | -19 | 91 | 0 | -3 | 17
O=c1cc(-c2ccco2)nc(-c2cccs2)o1 | -2.4 | 9 | -2 | 0 | 4 | 95 | 0 | 2 | 2
COC(=O)c1ccccc1S(=O)c1snnc1C (configuration not stated) | -0.1 | 4 | -2 | 2 | 13 | 102 | -1 | -1 | -1
Clc1ncccc1-c1nc2ccccc2n1Cc1ccccc1 | 2.7 | -11 | 4 | -18 | -3 | 99 | 0 | -2 | -4
O=S(=O)(N/N=C/c1ccccc1OCc1ccc(Cl)cc1)c1ccccc1 | -0.3 | 4 | 1 | 10 | 4 | 111 | 0 | 1 | 6
CCCCCCSc1nc(O)c(C2OC(=O)c3c2ccc(OC)c3OC)c(=O)n1CC (configuration not stated) | 1.1 | 15 | -4 | -15 | 15 | 91 | 2 | 1 | 9
CCCS(=O)(=O)c1c(S(=O)(=O)CCC)c2cnccn2c1C(=O)c1ccc(F)cc1 | 3.4 | -2 | 0 | 8 | 9 | 112 | -6 | 0 | 4
Cc1cc(C(=O)N[C@H](c2ccccc2)[C@@]2(C)C[C@@H]2[C@@H](C)C(=O)Nc2ccc3ccccc3c2)n(C)n1 | -4.4 | -3 | -2 | 6 | 4 | 110 | 1 | 11 | -16

Next section
SMILES | PP5 primary | EBNA-1 inh | TPT1 inhibitor | JMJD2C inh | ZTA counter | Yeast superoxide | PP1 inh | CTSL1 counter | core dimer inh
COc1ccc(C(=O)N(CC2CCCO2)C(C(=O)NC2CCCC2)c2ccc(C)cc2)cc1OC (configuration not stated) | 0.7 | 5 | 3 | 1 | -1 | 97 | -1 | -2 | -4
CCN(CC)CCCn1c2c(c(SCC(=O)Nc3cc(C)on3)nc1=O)CCC2 | -0.7 | -10 | 2 | 34 | -10 | 102 | -8 | -5 | -5
CCc1nnc(NC(=O)CSc2nnc(-c3ccco3)o2)s1 | -1.4 | 10 | -3 | 7 | 2 | 106 | 0 | 0 | -1
Cc1nn(-c2ccccc2)c(C)c1NC(=O)COC(=O)c1ccccc1 | -0.9 | · | · | · | -2 | 87 | -2 | · | ·
CC1CCN(C(=O)c2[nH]cnc2C(=O)N[C@@H](C)C(=O)OC(C)(C)C)CC1 | -0.8 | 9 | -3 | 9 | 25 | 113 | -4 | 1 | 6
Cc1cc(N2CCC(C(=O)Nc3ccc(F)cc3)CC2)nc(-c2ccccc2)n1 | 4.7 | -6 | -1 | 6 | -25 | 106 | 6 | 1 | -1
CCOC(=O)c1c(C)[nH]c(C(=O)COC(=O)CSC)c1C | 0.5 | 3 | 9 | 4 | -10 | 94 | -6 | -13 | 4
O=C(CSc1nc2ccccc2[nH]1)Nc1ccc2c(c1)OCCO2 | -1.0 | -3 | 1 | -52 | -5 | 108 | -2 | -5 | 2
Cc1ccc(C)c2[nH]c(=O)c(CCNC(=O)c3ccc(S(=O)(=O)N(C)C)cc3)cc12 | -0.4 | 5 | 1 | 0 | 7 | 99 | -4 | 0 | 6
COc1ccc(Br)cc1C(C[N+](=O)[O-])c1c(N)n(C)c(=O)n(C)c1=O (configuration not stated) | 0.8 | 4 | -3 | 6 | 3 | 108 | -2 | 1 | 3
COc1ccc(NC(=O)C(CC(=O)O)Cc2ccc(C)cc2)cc1 (configuration not stated) | -0.5 | -6 | -2 | -20 | -13 | 102 | 3 | 12 | 2
COc1ccc(-c2c(-c3cc(OC)cc(OC)c3)n(C)c3ccc(-c4ccc(SC)cc4)cc23)cc1 | -2.3 | · | · | -3 | 0 | 65* | -6 | · | ·
Cc1ccc(NC(=O)CC(C)CC(=O)NCc2ccccc2)cc1Cl (configuration not stated) | 1.7 | 21 | 3 | 1 | 1 | 98 | -3 | -9 | 2
C=CCn1c(SCC(=O)Nc2c(C)n(C)n(-c3ccccc3)c2=O)nc2sc(C)c(C)c2c1=O | 1.8 | -7 | -1 | -3 | -24 | 103 | 0 | -4 | 3
O=C(NC1CCCCC1)c1ccc2c(c1)OCCO2 | -1.0 | 1 | -4 | -3 | 8 | 105 | 0 | 4 | -6
CCn1c(=O)c2ccccc2n(CC(=O)N2CCCc3ccccc32)c1=O | 1.4 | -3 | 4 | 1 | 3 | 82 | -1 | 1 | 1
COc1ccc(CC(=O)NC(c2ccccc2)c2ccccc2)cc1S(=O)(=O)N1CCOCC1 | 0.2 | -1 | 1 | 3 | 19 | 115 | -4 | 3 | 4
CCN(C(=O)Cn1c(=O)oc2ccccc21)c1ccc(C)c(C)c1 | -0.6 | 10 | -2 | 1 | 10 | 95 | -1 | -1 | 14
Cc1cc(C)cc(C(=O)NCC(=O)OCC(=O)NCC(F)(F)F)c1 | -4.2 | 5 | -2 | 7 | 1 | 93 | -8 | -19 | 1
O=C1/C(=C\c2ccc(Br)o2)Cc2ccccc21 | 2.6 | -2 | 0 | 5 | 11 | 91 | 1 | -2 | -21
NS(=O)(=O)c1ccc2nc(NC(=O)C3=COCCO3)sc2c1 | 2.7 | -13 | -1 | 0 | -10 | 109 | 0 | 3 | -7
COc1ccc(C(=O)CSc2nnc(-c3cccs3)n2-c2ccccc2)cc1 | -1.2 | 3 | 3 | 6 | 9 | 105 | 0 | 1 | -32
CCOc1ccc(NC(=S)N(Cc2ccc(Cl)cc2)Cc2ccco2)cc1 | 3.1 | -1 | 0 | -7 | 4 | 96 | 1 | 5 | 9
CC(NC(=O)C1CCCCC1)C(=O)NC1=NCCS1 (configuration not stated) | 3.0 | 3 | -5 | -2 | -19 | 111 | -5 | 3 | -3
O=C(N/N=C/c1ccccn1)c1cc(-c2cccc3ccccc23)n[nH]1 | 1.0 | -5 | 2 | 3 | 3 | 105 | 19* | 2 | 5

Grouped by structure, the compounds so far with a CF3 group
SMILES | PP5 primary | EBNA-1 inh | TPT1 inhibitor | JMJD2C inh | ZTA counter | Yeast superoxide | PP1 inh | CTSL1 counter | core dimer inh
Cc1cc(C)c2nc(C(F)(F)F)nc(NCCCN3CCCC3=O)c2c1 | 4.1 | 3 | 0 | 1 | -22 | 97 | 5 | 2 | -3
Cc1cc(C)cc(C(=O)NCC(=O)OCC(=O)NCC(F)(F)F)c1 | -4.2 | 5 | -2 | 7 | 1 | 93 | -8 | -19 | 1

(further entries)
SMILES | PP5 primary | EBNA-1 inh | TPT1 inhibitor | JMJD2C inh | ZTA counter | Yeast superoxide | PP1 inh | CTSL1 counter | core dimer inh
Cc1ccc(C)c(N2CCN(C(=O)C3CCN(c4nc(C)cc(C)n4)CC3)CC2)c1 | 3.2 | 8 | 1 | 4 | 9 | 78 | -2 | 6 | 6
COc1ccc(Cn2c(SC)nc3ccccc32)cc1[N+](=O)[O-] | 0.8 | -7 | 6 | -7 | 2 | 86 | -2 | 2 | -1
Cc1ccc2nc(-c3cccc(N)c3)oc2c1 | 1.9 | -7 | 6 | 0 | 9 | 91 | 1 | 0 | 1
O=S(=O)(/N=C(/Nc1ccccn1)c1ccccc1)c1ccccc1 | -0.2 | -1 | 6 | ? | 1 | 95 | -4 | 2 | -3
NS(=O)(=O)c1ccc(NC(=O)c2ccccc2Cl)cc1 | 0.8 | -2 | -1 | 105 | 0 | 107 | -2 | 0 | -4
CCCCc1c(O)c2ccccc2[nH]c1=O | 2.6 | 9 | 1 | 0 | 5 | 99 | 3 | -4 | 6
CC1Cc2cc(/C(O)=C3/C(=O)C(=O)N(CCN4CCOCC4)C3c3ccc(N(C)C)cc3)ccc2O1 (configuration not stated) | 2.2 | -14 | 7 | -25 | -9 | 107 | -2 | -1 | 3
CCOc1ccccc1-c1nc(SCC(=O)O)n[nH]1 | 3.2 | -4 | 0 | 4 | -3 | 96 | 1 | -3 | -2

Only ZTA counter, for some of the entries so far:
compound,ZTA counter
Cc1ccc(C)c(N2CCN(C(=O)C3CCN(c4nc(C)cc(C)n4)CC3)CC2)c1,9
COc1ccc(Cn2c(SC)nc3ccccc32)cc1[N+](=O)[O-],2
Cc1ccc2nc(-c3cccc(N)c3)oc2c1,9
O=S(=O)(/N=C(/Nc1ccccn1)c1ccccc1)c1ccccc1,1

Source: PubChem
